Bioassay records from PubChem BioAssay.
MCF10A rereplic = A quantitative high throughput screen for small molecules that induce DNA re-replication in MCF 10a normal breast cells; MCF 10A DNA re-replication, Hoechst nuclear intensity, 48 h; Potency, µM (top dose mostly 46.1 µM), without a hit: top-dose activity, positive = re-replication, most hits filed as activators; 350,000 tested, 2.9% active; AID 624296, 2012; also: potency is read from the fitted curve at half-maximal effect; % of control where 0% means no effect; nearly all actives have a fitted effect of over 50% in size
SW480 rereplic = A quantitative high throughput screen for small molecules that induce DNA re-replication in SW480 colon adenocarcinoma cells; SW480 DNA re-replication, Hoechst DNA content imaging, 48 h; 340,000 tested, 1.8% active; Potency, µM (top dose mostly 46.1 µM), without a hit: at the highest dose re-replication activation, usual class: activators; also: potency is read from the fitted curve at half-maximal effect; % of control where 0% means no effect; nearly all actives have a fitted effect of over 55% in size
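250 cells/well; 23 nL cpd via pin tool; 48 hr, 37 C, 5% CO2; Hoechst 40 min; imager read of total nuclear intensity, ex 405/em 500-530 nm.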
KB-3-1 cytotox = qHTS assay for MDR1-selective chemotherapeutics: Primary screen using the parental adenocarcinoma cell KB-3-1. KB-3-1 viability, CellTiter-Glo ATP luminescence, 72 h. Potency, µM (series often up to 46.1 µM), inactives show top-dose activity change, negative = cytotoxic, usual class: cytotoxic. 400,000 tested, 1.4% active. AID 1347075, 2019; also: potency is read from the fitted curve at half-maximal effect; % is scaled to controls: 0 for no effect and ±100 for the full control effect; nearly all actives have a fitted effect of over 60% in size
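Luminescent ATP read-out (CellTiter-Glo) measures survival of drug-naive KB-3-1 cells after 72 h compound exposure at 37 °C. Titration series was screened from lowest to highest concentration, with DMSO vehicle plates as background controls.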
HT1080NT lethal = qHTS for induction of synthetic lethality in tumor cells producing 2HG: qHTS for the HT-1080-NT fibrosarcoma cell line | HT-1080-NT fibrosarcoma viability, CellTiter-Glo ATP luminescence, 48 h | Potency, µM (series often up to 46.1 µM), for inactives: at the top dose activity, negative = less viability, actives largely listed as cytotoxic | 360,000 tested, 1.6% active | AID 686970, 2013;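 also: NT is the 2HG producing partner of a matched IDH1 knockdown line; potency is read from the fitted curve at half-maximal effect; 0% = DMSO-treated cells and -100% = media-only wells without cells; nearly all actives have a fitted effect of over 55% in size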
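Viability of the 2HG-overproducing fibrosarcoma line after 48 hours of compound exposure at 37 degrees C was determined by luminescence with CellTiter-Glo, and concentration-effect curves were then fitted and categorized.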
HEK293 tox = qHTS of GLP-1 Receptor Inverse Agonists: Cytotox Screen; HEK293 cAMP-luciferase reporter cells, luminescence, 24 h; Potency, µM (series often up to 38.3 µM), for the others: at the highest dose activity change, negative = inhibition, usual class: inhibitors; 410,000 tested, 0.13% active; AID 624418, 2012;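 also: loss of luciferase light is scored as toxicity; potency is read from the fitted curve at half-maximal effect; % is scaled to controls: 0 for no effect and ±100 for the full control effect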
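Seeding density was 200 cells/uL; after overnight-length (12 h) culture, 23 nL compounds went on for 24 h at 37 °C. Readout used a luciferase detection reagent, luminescence taken after 12 min at room temperature.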
HT1080 IDH1KD tx = qHTS for induction of synthetic lethality in tumor cells producing 2HG: qHTS for the HT-1080-IDH1KD cell line; HT-1080 IDH1 knockdown viability, ATP luminescence, 48 h; Potency, µM (titrated, usually from 46.1 µM), for the others: top-dose activity, negative = toxicity, actives largely listed as cytotoxic; 360,000 tested, 2% active;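 also: potency is read from the fitted curve at half-maximal effect; 0% = DMSO wells and -100% = cell-free medium wells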
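Luminescent ATP read-out (CellTiter-Glo, 10 min at room temperature) after 48 h compound exposure at 37 °C gave viability of IDH1-knockdown HT-1080 cells. Activity was normalised to DMSO and cell-free wells, then fitted as concentration-response curves.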
D3 ag = qHTS of D3 Dopamine Receptor Agonist: qHTS. D3R DiscoveRx beta-arrestin cells, luminescence, 90 min. 410,000 tested, 0.58% active. D(3) dopamine receptor (Homo sapiens), P35462. max activation, %; in the data active = max activation above about 30%; also: 0% is about no effect; mostly tested at two doses, the higher about 12 µM
Target sequence (P35462 whole entry, looked up): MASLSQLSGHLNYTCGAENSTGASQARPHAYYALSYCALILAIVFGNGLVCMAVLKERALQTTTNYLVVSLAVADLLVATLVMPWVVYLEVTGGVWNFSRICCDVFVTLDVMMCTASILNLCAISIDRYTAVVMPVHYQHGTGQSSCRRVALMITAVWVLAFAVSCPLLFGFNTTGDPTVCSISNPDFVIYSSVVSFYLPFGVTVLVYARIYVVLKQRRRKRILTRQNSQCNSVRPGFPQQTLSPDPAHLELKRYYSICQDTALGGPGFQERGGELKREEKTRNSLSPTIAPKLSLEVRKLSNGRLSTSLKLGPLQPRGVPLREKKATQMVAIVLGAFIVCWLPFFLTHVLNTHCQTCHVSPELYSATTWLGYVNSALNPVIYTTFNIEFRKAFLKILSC
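Agonist mode: compounds and dopamine controls were applied to plated cells for 90 min at 37 degrees C after an overnight attachment at 1500 cells/well. Luminescent read-out followed 30 - 60 minutes at room temperature with DiscoveRx detection reagent.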
KB-V1 MDR tox = qHTS assay for MDR1-selective chemotherapeutics: Primary screen using the drug-selected MDR subline cells KB-V1 | KB-V1 MDR cells viability, CellTiter-Glo, 72 h | Potency, µM (series often up to 46.1 µM), for the others: at the top dose activity change, negative = cytotoxicity, most hits filed as cytotoxic | 400,000 tested, 3.4% active | AID 1347076, 2019; also: potency is read from the fitted curve at half-maximal effect; % is scaled to controls: 0 for no effect and ±100 for the full control effect; nearly all actives have a fitted effect of over 60% in size
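Compound-treated KB-V1 multidrug-resistant cells, 72 h, 37 degrees C; viability by CellTiter-Glo. Fitted qHTS curves give the values.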
IL-1B inflam inh = qHTS for Inhibitors of Inflammasome Signaling: IL-1-beta AlphaLISA Primary Screen; THP-1 LPS/ATP IL-1B secretion, AlphaLISA, 16 h; active compounds read low; activity change, % at 57.5 µM; 360,000 tested, 4.7% active; AID 743279, 2014; in the data active = activity change below about -50%; inconclusive = mostly about -30% to -49%; also: % is scaled to controls: 0 for no effect and ±100 for the full control effect
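THP-1 cells pretreated 1 hr with compounds (up to 57.5 uM final), then stimulated with LPS (250 ng/mL final) plus ATP (1.25 mM final); secreted IL-1B measured by AlphaLISA after 16 hr, decreased signal indicating inhibition.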
An asterisk follows results filed as active; ? = inconclusive; · = not tested or not shown; & = joins results of further samples; [ ] = dose if it differs, or a comment. Unless noted, calls follow the shape of the dose curve; as a rule, active = well fitted curve in the direction sought with a large enough effect; inconclusive = small, poorly fitted or top-dose-only effect, or another doubt; inactive = no such curve, though single readings can be large; an effect the other way counts as inactive or inconclusive.

structure	SW480 rereplic	IL-1B inflam inh	D3 ag	HT1080 IDH1KD tx	HT1080NT lethal	KB-3-1 cytotox	HEK293 tox	MCF10A rereplic	KB-V1 MDR tox
CCOC(=O)C1(CCCc2ccccc2)CCN(C(=O)CCCn2cncn2)CC1	17.7%	-7.9	-8.5	-17.3%	-15.9%	-3.6%	3.8%	8.7%	-1.8%
Cc1ccc(Cn2nnc3c(=O)[nH]c(C4CCCN(C(=O)Nc5ccc(F)cc5)C4)nc32)cc1 (configuration not stated)	-9.9%	8.7	-4.0	-13.3%	-1.5%	-0.2%	-13.4%	14.6%	0.6%
CC(C)CC(NC(=O)/C(=C\c1ccco1)NC(=O)c1ccco1)C(=O)O (configuration not stated)	0.5%	12.5	5.3	7.8%	11.6%	23.8%	6.7%	-6.4%	-2.9%
O=[N+]([O-])c1ccc(O)c(/C=N/n2cnnc2)c1	-0.7%	-0.1	-11.5	19.1%	-0.2%	-0.1%	1.7%	8.6%	-12.5%
Cc1ccc(N=Cc2cc3c(cc2O)OC(N)=C(C#N)C3c2ccccc2)cc1 (configuration not stated)	?	?	8.1	?	?	?	-22.1%	18.4µM*	-11.4%
CCOC(=O)c1[nH]ncc1CN1CCCC(C(=O)c2ccc(SC)cc2)C1 (configuration not stated)	-15.0%	-15.2	-18.0	-1.8%	-2.9%	?	-1.6%	18.3%	-13.9%
COc1ccc(-c2ccc(C(=O)NCc3cccs3)c3occc23)c(C)c1	·	-22.5	5.3	?	?	-0.5%	-4.3%	·	?
CCCCC(O)(CCCC)C(=O)NN(C(=O)c1cccnc1Cl)c1ccccc1	-6.9%	16.5	-13.7	-7.6%	4.9%	-13.8%	5.9%	2.4%	-10.6%
Cc1ccc(NS(=O)(=O)c2ccc3c(c2)N(C)C(=O)CC(=O)N3C)cc1Cl	·	·	-2.8	·	·	1.9%	11.0%	·	?
C/C(=N\NC(=O)C1=NNC(=O)C1C)c1cccs1 (configuration not stated)	2.4%	3.8	3.8	?	?	?	-5.0%	-4.0%	?
COc1cc(C#N)ccc1OCC(=O)Nc1cccc(S(=O)(=O)N(C)c2ccccc2)c1	·	-1.3	-10.9	-22.9%	-16.6%	-1.9%	-25.6%	·	?
COc1ccc(C(=O)Nc2cc3c(oc2=O)CCCC3=O)cc1	-12.4%	-29.8	-15.1	26.9%	24.4%	0.0%	2.7%	-7.7%	-9.9%
CC1(C(=O)NS(=O)(=O)c2ccc(Cl)cc2)CCN1C(=O)C1(c2ccc(Cl)cc2)CCC1 (configuration not stated)	·	26.1	-4.3	-18.4%	-22.2%	0.0%	-7.2%	·	19.3%
O=C(CNC(=O)c1ccccc1)OCC(=O)c1c[nH]c2ccccc12	-8.3%	-11.9	0.1	-6.2%	-1.0%	2.3%	2.1%	0.5%	?
COc1ccc(OC)c(-n2nnnc2SCC(=O)Nc2ccc3c(c2)OCCO3)c1	2.9%	20.6	-0.4	0.0%	?	-5.2%	-25.3%	?	?
CC1CCN(S(=O)(=O)c2ccc3c(c2)N(CC(=O)NC(C)c2ccccc2)C(=O)CS3)CC1 (configuration not stated)	·	·	-8.8	·	·	15.9%	6.1%	·	11.9%
CC(C)OC(=O)c1ccc(S(N)(=O)=O)o1	-16.4%	21.9	4.4	18.0%	16.5%	5.7%	19.9%	3.4%	-1.1%
Cc1ccc2c(c1)c(=O)c1ccccc1n2CCCC(=O)Nc1ccc(C)c(F)c1	·	·	0.1	·	·	-0.2%	150.4%[activator]	·	0.0%
Cc1nn(C)c(Oc2ccccc2)c1CCNS(=O)(=O)c1ccc(F)cc1	-1.7%	9.5	-3.3	-21.9%	-20.5%	-20.7%	?	5.3%	?
O=C(NN=Cc1ccc2c(c1)OCO2)C1CC1	3.8%	-12.5	-9.1	23.3%	3.1%	8.3%	2.4%	-4.0%	16.5%
CC1=CC(c2ccc(Cl)cc2)n2nc(NC(=O)CCC(=O)O)nc2N1 (configuration not stated)	1.3%	19.6	-7.2	-1.1%	-0.3%	11.6%	5.1%	-0.2%	?
O=C(COc1nncc2ccccc12)Nc1c(F)c(F)c(F)c(F)c1F	-7.1%	34.9	1.5	8.6%	3.5%	1.0%	12.1%	0.5%	-0.3%
COCOCCn1cc(CN2CCS(=O)(=O)N(Cc3ccc(-c4ccncc4)cc3)C(C(C)C)C2=O)nn1 (configuration not stated)	·	19.9	-6.6	0.6%	4.0%	-7.6%	4.9%	·	-8.2%
C/C(=N\NC(=O)CSc1nc2ccccc2o1)c1ccc(O)cc1	-3.2%	31.3	-3.5	-7.1%	-1.8%	23.2%	-2.7%	-0.6%	6.3%
O=C(NCCC1=CCCCC1)c1ccc(Br)o1	-9.4%	4.7	0.6	12.3%	15.6%	9.5%	-12.9%	-0.2%	16.2%
NC(=O)COc1ccc(-c2noc(COc3ccccc3[N+](=O)[O-])n2)cc1	0.9%	-2.1	-0.5	6.5%	0.5%	2.6%	-22.4%	6.4%	40.3%
COc1ccc(-c2nnc(SCC(=O)N(C)C3CCS(=O)(=O)C3)n2N)cc1OC (configuration not stated)	?	3.9	1.1	6.8%	12.3%	6.3%	5.0%	16.7%	?
O=C1c2ccccc2NC2CCCCC12 (configuration not stated)	-1.9%	15.8	-10.7	0.0%	0.0%	0.5%	2.0%	10.2%	-15.2%
Cc1cc(C)c(NC(=O)COC(=O)CSc2ccc(Br)cc2C)c(C)c1	7.7%	0.0	-1.2	15.3%	4.2%	15.4%	6.5%	?	1.7%
COc1ccccc1C1/C(=C(/O)c2ccc(Cl)cc2)C(=O)C(=O)N1CCN1CCOCC1 (configuration not stated)	-12.3%	3.9	4.4	-23.1%	-24.2%	-0.9%	7.7%	21.6%	2.5%

A different layout for some results above.
The line under a structure holds: SW480 rereplic, IL-1B inflam inh, D3 ag, HT1080 IDH1KD tx, HT1080NT lethal, KB-3-1 cytotox, HEK293 tox, MCF10A rereplic, KB-V1 MDR tox
CCOC(=O)C1(CCCc2ccccc2)CCN(C(=O)CCCn2cncn2)CC1
  17.7%, -7.9, -8.5, -17.3%, -15.9%, -3.6%, 3.8%, 8.7%, -1.8%
Cc1ccc(Cn2nnc3c(=O)[nH]c(C4CCCN(C(=O)Nc5ccc(F)cc5)C4)nc32)cc1 (configuration not stated)
  -9.9%, 8.7, -4.0, -13.3%, -1.5%, -0.2%, -13.4%, 14.6%, 0.6%

Going on with the list.
structure	SW480 rereplic	IL-1B inflam inh	D3 ag	HT1080 IDH1KD tx	HT1080NT lethal	KB-3-1 cytotox	HEK293 tox	MCF10A rereplic	KB-V1 MDR tox
COc1ccc(CCNC(=O)CSc2nc3[nH]c(=O)cc(O)c3s2)cc1	-3.9%	9.0	0.2	-0.6%	9.1%	-1.2%	-9.3%	-11.0%	?
COc1ccc(Br)cc1C1CC(=O)N2CN(Cc3ccccc3)CSC2=C1C#N (configuration not stated)	-2.7%	12.7	-1.3	-6.9%	8.4%	8.3%	21.9%	-2.2%	15.3%
C[C@H](CO)N1C[C@H](C)[C@@H](CN(C)C(=O)Nc2ccccc2)Oc2ccc(NC(=O)Nc3ccc4c(c3)OCO4)cc2C1=O	3.3%	-1.9	-6.3	1.2%	14.6%	3.8%	1.3%	0.6%	10.5%
COc1ccc(C2c3ccc(O)cc3Oc3ncn(CCCO)c(=N)c32)cc1 (configuration not stated)	-15.8%	-13.8	4.7	-14.4%	-5.2%	3.8%	0.3%	-0.8%	0.0%
COc1ccccc1/C=N/N1C(=O)c2cccc3cccc(c23)C1=O	-0.7%	25.0	-1.3	-6.8%	-4.1%	-5.8%	-19.0%	4.4%	-2.9%
COc1ccc(CNC(=O)C2CCCN(S(=O)(=O)c3ccc(F)cc3)C2)cc1 (configuration not stated)	9.9%	6.9	8.0	4.0%	3.8%	·	-6.0%	-0.9%	·
O=C(Nc1c(-c2ccc3c(c2)OCO3)[nH][nH]c1=O)c1cccc(C(F)(F)F)c1	·	10.9	5.4	20.6%	7.3%	0.1%	1.0%	·	-26.1%
CCC(Oc1ccccc1F)C(=O)Nc1ccc2c(c1)n(C)c(=O)n2C (configuration not stated)	?	2.4	4.9	1.0%	-0.1%	20.5%	9.9%	1.1%	0.0%
O=C(CSc1nnc(C2CC2)n1C1CC1)c1cccs1	-1.2%	3.5	-1.6	8.2%	12.4%	3.5%	4.8%	-12.3%	-18.6%
Cc1ccc(S(=O)(=O)Nc2ccc3nc(C)sc3c2)c(C)c1	0.2%	12.2	6.2	-0.2%	-16.9%	?	6.1%	?	-2.2%
CCCSCCCNC(=O)CN1C(=O)COc2ccc(S(=O)(=O)N3CCCC3)cc21	-11.7%	-8.9	2.4&-6.4	1.4%	?	-3.6%&-3.0%	-0.2%&-10.0%	0.3%	-2.7%&-1.1%
CC(=O)[C@@]1(O)CCC2C3C=CC4=CC(=O)CC[C@]4(C)C3CC[C@@]21C (some centres not stated)	22.5%	11.7	0.1	1.9%	2.2%	0.8%	-1.6%	6.3%	-5.3%
COc1ccc(Cl)cc1Nc1nc(-c2sc(NC(=O)C(C)(C)C)nc2C)cs1	-0.9%	-4.2	16.1	-9.7%	-5.8%	?	13.3%	17.5%	7.6%
